# KB-V1 MDR tox = qHTS assay for MDR1-selective chemotherapeutics: Primary screen using the drug-selected MDR subline cells KB-V1. AID 1347076, 2019. 400,000 compounds, 3.4% hits. KB-V1 MDR cells viability, CellTiter-Glo, 72 h. Potency, µM (series often up to 46.1 µM), inactives show at the top dose activity change, negative = cytotoxicity, actives largely listed as cytotoxic; further: potency means the concentration at half of the fitted maximal effect; on the % scale 0 is the no-effect control and ±100 the full control effect; nearly all actives have a fitted effect of over 60% in size
#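 Potencies derive from concentration-effect curves fitted to normalized luminescence (CellTiter-Glo) of KB-V1 cells treated for 72 h at 37 degrees C in phenol-red-free DMEM containing 10% FBS.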
# HT1080 IDH1KD tx = qHTS for induction of synthetic lethality in tumor cells producing 2HG: qHTS for the HT-1080-IDH1KD cell line | Potency, µM (top dose mostly 46.1 µM), for the others: top-dose activity, negative = toxicity, hits mostly cytotoxic | 360,000 compounds, 2% hits | HT-1080 IDH1 knockdown viability, ATP luminescence, 48 h | AID 686971, 2013;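 further: potency means the concentration at half of the fitted maximal effect; 0% = DMSO wells and -100% = cell-free medium wells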
#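 Luminescent ATP read-out (CellTiter-Glo, 10 min at room temperature) after 48 h compound exposure at 37 °C gave viability of IDH1-knockdown HT-1080 cells. Activity was normalised to DMSO and cell-free wells, then fitted as concentration-response curves.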
# MCF10A rerep = A quantitative high throughput screen for small molecules that induce DNA re-replication in MCF 10a normal breast cells. MCF 10A DNA re-replication, Hoechst nuclear intensity, 48 h. Potency, µM (series often up to 46.1 µM), inactives show at the top dose activity, positive = re-replication, usual class: activators. 350,000 compounds, 2.9% hits. AID 624296, 2012; further: potency means the concentration at half of the fitted maximal effect; % of control where 0% means no effect; nearly all actives have a fitted effect of over 50% in size
# HT1080NT lethal = qHTS for induction of synthetic lethality in tumor cells producing 2HG: qHTS for the HT-1080-NT fibrosarcoma cell line | 360,000 compounds, 1.6% hits | HT-1080-NT fibrosarcoma viability, CellTiter-Glo ATP luminescence, 48 h | Potency, µM (titrated, usually from 46.1 µM), for the others: at the highest dose activity, negative = less viability, most hits filed as cytotoxic | AID 686970, 2013;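 further: NT is the 2HG producing partner of a matched IDH1 knockdown line; potency means the concentration at half of the fitted maximal effect; 0% = DMSO-treated cells and -100% = media-only wells without cells; nearly all actives have a fitted effect of over 55% in size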
#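 Viability by CellTiter-Glo luminescence after 48 h compound exposure at 37C of HT-1080-NT cells (750/well, RPMI, 5% FBS). % activity scaled between DMSO wells and medium-only wells, then curve-fitted and categorized by curve class.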
# SW480 rerep = A quantitative high throughput screen for small molecules that induce DNA re-replication in SW480 colon adenocarcinoma cells; SW480 DNA re-replication, Hoechst DNA content imaging, 48 h; 340,000 compounds, 1.8% hits; Potency, µM (doses to about 46.1 µM), without a hit: top-dose re-replication activation, most hits filed as activators; AID 624297, 2012; further: potency means the concentration at half of the fitted maximal effect; % of control where 0% means no effect; nearly all actives have a fitted effect of over 55% in size
#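 Readout is total intensity of Hoechst-stained nuclei, excited at 405 nm and collected at 500-530 nm. Compound treatment lasted 48 hr at 37 C in 5% CO2 before staining.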
# IL-1B inflam inh = qHTS for Inhibitors of Inflammasome Signaling: IL-1-beta AlphaLISA Primary Screen; THP-1 LPS/ATP IL-1B secretion, AlphaLISA, 16 h; stronger effect = lower value; activity change, % at 57.5 µM; 360,000 compounds, 4.7% hits; AID 743279, 2014; in the data active means activity change below about -50%; inconclusive means mostly about -30% to -49%; further: on the % scale 0 is the no-effect control and ±100 the full control effect
#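 Secreted IL-1B measured by AlphaLISA bead assay after 16 h compound exposure of THP-1 cells; compounds (final up to 57.5 uM) added 1 h before LPS (250 ng/mL) and ATP (1.25 mM) stimulation; lower signal means less secretion.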
# GLP1R cytotox = qHTS of GLP-1 Receptor Inverse Agonists: Cytotox Screen; AID 624418, 2012; HEK293 cAMP-luciferase reporter cells, luminescence, 24 h; Potency, µM (highest dose often 38.3 µM), inactives show at the highest dose activity change, negative = inhibition, most hits filed as inhibitors; 410,000 compounds, 0.13% hits;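 further: loss of luciferase light is scored as toxicity; potency means the concentration at half of the fitted maximal effect; on the % scale 0 is the no-effect control and ±100 the full control effect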
#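 Cells in DMEM/10% Nu serum/1% pen-strep, 1536-well format. Pre-incubated 12 h, dosed with 23 nL compound, incubated a further 24 h. Luciferase detection, 12 min at room temp, luminescence.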
# DRD3 agonist = qHTS of D3 Dopamine Receptor Agonist: qHTS. D(3) dopamine receptor (Homo sapiens), P35462. D3R DiscoveRx beta-arrestin cells, luminescence, 90 min. max activation, %. 410,000 compounds, 0.58% hits; in the data active means max activation above about 30%; further: 0% is about no effect; mostly tested at two doses, the higher about 12 µM
# Target sequence (P35462 whole entry, looked up): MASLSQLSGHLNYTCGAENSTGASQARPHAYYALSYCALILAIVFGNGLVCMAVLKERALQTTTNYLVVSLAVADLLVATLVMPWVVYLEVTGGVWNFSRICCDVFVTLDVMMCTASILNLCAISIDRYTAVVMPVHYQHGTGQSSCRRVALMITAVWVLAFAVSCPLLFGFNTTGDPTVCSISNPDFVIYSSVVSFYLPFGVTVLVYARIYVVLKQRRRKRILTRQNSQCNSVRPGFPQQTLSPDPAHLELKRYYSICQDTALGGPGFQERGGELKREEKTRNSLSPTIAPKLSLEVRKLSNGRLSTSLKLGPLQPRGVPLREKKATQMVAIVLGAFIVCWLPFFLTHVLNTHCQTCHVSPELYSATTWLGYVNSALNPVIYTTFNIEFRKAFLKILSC
#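 Agonist-mode cell screen: cells plated at 1500/well and incubated overnight at 37 °C, then exposed to library compounds for 90 min at 37 °C. Detection reagent was added for 30–60 min at room temperature, and luminescence was read.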
# KB-3-1 cytotox = qHTS assay for MDR1-selective chemotherapeutics: Primary screen using the parental adenocarcinoma cell KB-3-1. 400,000 compounds, 1.4% hits. KB-3-1 viability, CellTiter-Glo ATP luminescence, 72 h. Potency, µM (top dose mostly 46.1 µM), for inactives: at the highest dose activity change, negative = cytotoxic, hits mostly cytotoxic; further: potency means the concentration at half of the fitted maximal effect; on the % scale 0 is the no-effect control and ±100 the full control effect; nearly all actives have a fitted effect of over 60% in size
#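 72 h, 37 °C compound treatment of KB-3-1 parental cells; CellTiter-Glo added, 10 min, luminescence read. Data corrected against DMSO-only plates and normalized before curve fitting.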
# * marks the source's active call; other numbers are inactive results; i = inactive; ? = inconclusive; . = no result given; [ ] = another dose, or the depositor's remark. Unless noted, the call rests on the fitted dose curve; in most records, active means well fitted curve in the direction sought with a large enough effect; inconclusive means small, poorly fitted or top-dose-only effect, or another doubt; inactive means no such curve, though single readings can be large; an effect the other way counts as inactive or inconclusive. This is a random part of the collection; 11% or so of the library scored in one or more.
SMILES,KB-V1 MDR tox,HT1080 IDH1KD tx,MCF10A rerep,HT1080NT lethal,SW480 rerep,IL-1B inflam inh,GLP1R cytotox,DRD3 agonist,KB-3-1 cytotox
COCCN(C(=O)CSc1nnc(C)n1Cc1ccccc1)c1c(N)n(CC(C)C)c(=O)[nH]c1=O,6%,-6%,1%,4%,-11%,16,-1%,4,2%
COc1ccccc1NC(=O)Nc1cccc(C(=O)O)c1,6%,-3%,-1%,0%,-10%,2,3%,-8,5%
CC(C)=CCC/C(C)=C/CNC(=O)C[C@H]1C[C@H](C(=O)N(C(C)C)C(C)C)[C@@]2(C)c3[nH]c4cc(-c5ccco5)ccc4c3CCN2C1=O,?,?,?,?,0%[9.22 µM],-65*,1%,11,?
COc1cccc([C@@H]2CC=C(C(=O)O)[C@H](c3ccccc3)N2S(=O)(=O)c2ccc(C)cc2)c1,-3%,-5%,-30%[inhibitor],-5%,-22%,7,-9%,-27,4%
O=C(Nc1nccs1)c1ccc(COc2ccccc2Br)o1,15µM*,?,-5%,10µM*,1%,-24,-19%,-3,?
Cc1ccc(/C=N/NC(=O)Cn2ccc(C(F)(F)F)n2)o1,1%,-2%,-2%,15%,26%,0,8%,3,20%
NC(=O)Cc1nc(-c2ccc([N+](=O)[O-])cc2)cs1,0%,1%,-8%,1%,9%,21,-7%,7,3%
C=CCNC(=S)N(C1CCCCC1)C1CCCCC1,?,-2%,-2%,16%,18%,0,0%,2,-10%
COC(=O)c1cc(S(=O)(=O)Nc2cc(OC)cc(OC)c2)c[nH]1,1%,-11%,5%,-5%,-6%,0,2%,1,8%
CC(=O)Nc1ccc(-c2csc(Nc3ncccn3)n2)cc1,-3%,-5%,1%,-6%,-17%,0,6%,5,10%
Cc1nc(NCCc2cnc[nH]2)c2oc3ccccc3c2n1,?,-6%,12%,0%,-6%,0,-16%,-13,9%
COc1ccc2c(c1)c1ccc3c(c1n2C)C(=O)C=CC3=O,1%,-5%,?,-2%,-5%,-6,-4%,-1,-2%
C[C@H](NS(=O)(=O)c1ccc(Cl)cc1)C(=O)OCC(=O)Nc1cc(S(=O)(=O)N2CCOCC2)ccc1Cl,-10%,-9%,-1%,-2%,-2%,41,5%,-3,15%
O=C(NC1CCCC1)c1cc(S(=O)(=O)N2CCCC2)ccc1Cl,?,22%,-12%,7%,-4%,i,1%,1,-10%
CCOc1ccccc1NC(=O)Cn1nc(N2CCN(c3ccccc3)CC2)ccc1=O,-18%,.,.,.,.,.,-22%,-4,-28%
Clc1ccc(CSc2nnc(-c3cccnc3)n2Cc2ccco2)c(Cl)c1,?,0%,16%,4%,3%,-22,-16%,-1,-7%
Cc1ccc(C(O)P(=O)(OCCC(C)C)c2ccc(N(C)C)cc2)cc1 (stereo not drawn),9%,11%,0%,-1%,-5%,-16,-15%,-1,-29%
Cn1c(=NC(=O)C2=NNC(=O)CC2)sc2ccccc21,1.5µM*,28%,3%,22%,-1%,-9,24%,0,3.3µM*
COc1ccc(CCn2c(-n3nc(C)cc3C)nc3c2c(=O)[nH]c(=O)n3C)cc1,1.6µM*,?,1.6µM*,?,?,49,-13%,-13,0%
CCN1C[C@@H]2[C@@H]3C(=O)N(C)C(=O)[C@@H]3[C@](CC)(C1=O)N2C(=O)c1ccc(Cl)cc1,5%,13%,1%,10%,-20%,5,11%,-13,15%
COC(=O)C(NC(C)=O)(Nc1ccccc1)C(=O)OC,4%,-2%,-1%,-4%,-4%,38,2%,-5,-2%
CN(C)N1C(N)=C(C#N)C(c2ccccc2)C2=C1CCCC2=O (stereo not drawn),0%,-18%,2%,-1%,-3%,?,0%,-6,3%
CC(C)c1ccc(N(CC(=O)N2CCN(Cc3ccccc3)CC2)S(C)(=O)=O)cc1,0%,0%,13%,-10%,-6%,16,-7%,-8,-13%
Cc1ccc(-n2c(C)cc(/C=C3/C(=N)N4C(c5ccccc5)=CSC4=NC3=O)c2C)cc1,-12%,-1%,?,-1%,2%,13,61%[activator],-3,-2%
C#CCOCCOCCOCCNc1nc(N2CCOCC2)nc(N2CCN(C(=O)[C@H](CCC(=O)O)n3cc(C(N)Cc4ccc(O)cc4)nn3)CC2)n1 (stereo partly drawn),13%,0%,2%,-2%,-18%,8,10%,-15,5%

# Already shown: an excerpt of the list.
SMILES,KB-V1 MDR tox,HT1080 IDH1KD tx,MCF10A rerep,HT1080NT lethal,SW480 rerep,IL-1B inflam inh,GLP1R cytotox,DRD3 agonist,KB-3-1 cytotox
Cc1ccc(C(O)P(=O)(OCCC(C)C)c2ccc(N(C)C)cc2)cc1 (stereo not drawn),9%,11%,0%,-1%,-5%,-16,-15%,-1,-29%
Cn1c(=NC(=O)C2=NNC(=O)CC2)sc2ccccc21,1.5µM*,28%,3%,22%,-1%,-9,24%,0,3.3µM*

# Additional compounds.
SMILES,KB-V1 MDR tox,HT1080 IDH1KD tx,MCF10A rerep,HT1080NT lethal,SW480 rerep,IL-1B inflam inh,GLP1R cytotox,DRD3 agonist,KB-3-1 cytotox
CCC(c1nc2ccccc2[nH]1)n1c(-c2cccnc2)nc2ccccc21 (stereo not drawn),-6%,9%,.,-6%,.,-11,-8%,-2,-1%
N#Cc1cccc(NC(=O)CN2NS(=O)(=O)c3ccccc3C2=O)c1,?,2%,-1%,0%,?,3,12%,-6,-2%
O=C(c1cccc(S(=O)(=O)N2CCCC2)c1)N1CCCc2ccccc21,?,0%,0%,0%,-7%,43,2%,0,0%
O=C(O)c1ccc(/C=N\Nc2ccccn2)cc1,-20%,?,6%,?,19%,-1,18%,-16,?
O=C(NC1CC1)C1=C[C@H](c2ccc(Br)cc2)C[C@H](OCc2ccc(CO)cc2)O1,?,-21%,1%,-18%,-22%,-26,-6%,4,-2%
CN(C(=O)Nc1ccc(C(C)(C)C)cc1)C1CCCCC1,?,-4%,4%,13%,-16%,12,6%,-6,1%
C=C(C)CSc1[nH]c(=O)cc(C)c1C#N,11%,-5%,?,-5%,1%,30,10%,-10,-2%
COC(=O)CCN1CCC(C(N)=O)CC1,1%,8%,1%,14%,0%,-10,-9%,5,0%
O=C(Nc1nccs1)c1cccnc1Cl,-27%,1%,6%,-1%,-12%,16,-7%,4,-2%
Nc1c(Cl)cc2c(c1Br)Cc1ccccc1-2,-3%,5%,-4%,0%,5%,16,-1%,-10,-1%
CC(NC(=O)c1cccnc1)C(c1ccccc1)N1CCN(C)CC1 (stereo not drawn),12%,13%,0%,2%,-5%,19,3%,-7,-10%
Cc1c2c(n3c(nc4ccccc43)c1C#N)N(CCN1CCOCC1)CC2,?,12%,?,-2%,4%,-8,351%[activator],-2,0%
O=C(NNC(=O)C1CC1c1ccccc1)Nc1cccc(Cl)c1 (stereo not drawn),3%,?,12%,?,-2%,-13,-18%,-1,1%
O=C(c1ccc(Cl)c(S(=O)(=O)N2CCOCC2)c1)N1CCOCC1,-14%,-1%,3%,-2%,-7%,21,5%,-20,8%
Cc1csc(NC(=O)C(C)Oc2ccc(Cl)cc2C)n1 (stereo not drawn),7%,-4%,-2%,-10%,1%,-24,0%,-4,-18%
C#CCn1cc(/C=C2\NC(=O)NC2=O)c2ccccc21,?,?,?,?,25%,33,-23%,3,-28%
Cc1c(C(=O)N2CCOCC2)sc(NC(=O)C(C)C)c1C#N,8%,11%,-5%,8%,-4%,-7,-7%,2,1%
COc1ccc(CN2CCCC(C(=O)N3CCCC3)C2)cc1 (stereo not drawn),3%,2%,-1%,4%,-14%,14,5%,-2,-6%
CCN1CCN(CC(=O)Nc2c(OC)cccc2OC)CC1,21%,?,1%,30%,-5%,29,14%,-9,-7%
CC(=O)c1cccc(NC(=O)Cn2c(=O)oc3cc(S(=O)(=O)NCc4ccccc4)ccc32)c1,5%,.,.,.,.,.,-17%,-3,1%
CC1=C(C(=O)Nc2ccc(Cl)cc2)C(c2cccs2)n2nc(SCc3cccc(Cl)c3)nc2N1 (stereo not drawn),?,.,.,.,.,.,-2%,7,-1%
CCOc1ccc(C(=O)c2cn(CC(=O)Nc3ccc4c(c3)OCO4)c3ccc(OCC)cc3c2=O)cc1,22%,.,.,.,.,.,-2%,3,3%
COC(=O)C1=CNC=C(C(=O)OC)C1c1ccc(Cl)cc1,0%,5%,9%,1%,?,-9,84%[activator],-3,-8%
O=C(Nc1sccc1C(=O)NCc1ccco1)c1cccnc1,?,-5%,0%,1%,-1%,11,5%,13,-9%
CCOC(=O)c1[nH]c(C)c(C(=O)c2cc(F)ccc2F)c1C,?,0.45µM*,1.2µM*,0.71µM*,1µM*,54,?,-1,0.92µM*
CCOc1ccc2nc(SCC(=O)Nc3ncccn3)[nH]c2c1,1%,-1%,2%,0%,-122%[inhibitor],-6,5%,-1,9%
NNc1cc(C(=O)O)ccc1Cl,22%,21%,-3%,0%,-15%,0,2%,-21,9%
[O-][n+]1c2ccccc2[n+]([O-])c2cc(O)ccc21,-17%,-20%,-8%,-18%,3%,0,?,-12,-3%
C#CCOCCOCCOCCNc1nc(N2CCN(C(=O)[C@H](CCCCN)n3cc(CC(C)O)nn3)CC2)nc(N2CCN(C(=O)[C@H](Cc3ccc(O)cc3)n3cc(CCO)nn3)CC2)n1 (stereo partly drawn),-3%,1%,-1%,4%,?,0,2%,-2,8%

# From PubChem
